V1aR counter = V1a receptor agonism, counter-screen for OXTR agonists; AID 2797; hit rate 0.25% among 320,000; activation, % at 3 µM; CHO-V1R cells, Fluo-8 calcium fluorescence, agonist mode; 0% DMSO, 100% 3 nM vasopressin; P37288;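 active = activation above the mean activation of all tested compounds plus 3 SD, per screening run, cut at about 20% in these data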;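 note: signal is peak over basal fluorescence ratio across a 100 second FLIPR read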
Target sequence (P37288 whole entry, looked up): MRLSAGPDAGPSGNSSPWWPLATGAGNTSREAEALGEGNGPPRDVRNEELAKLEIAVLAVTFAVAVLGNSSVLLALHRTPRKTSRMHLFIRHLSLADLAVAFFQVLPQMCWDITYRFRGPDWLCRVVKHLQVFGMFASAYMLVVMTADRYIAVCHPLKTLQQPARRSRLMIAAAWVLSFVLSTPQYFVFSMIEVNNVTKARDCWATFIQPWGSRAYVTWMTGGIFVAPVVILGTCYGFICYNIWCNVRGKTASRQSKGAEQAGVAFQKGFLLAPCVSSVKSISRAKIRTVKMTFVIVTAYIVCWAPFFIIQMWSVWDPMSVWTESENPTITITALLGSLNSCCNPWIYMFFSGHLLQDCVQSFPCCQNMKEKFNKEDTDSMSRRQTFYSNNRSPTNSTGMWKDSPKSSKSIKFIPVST
PHOSPHO1 inh = PHOSPHO1 (human) inhibition. recombinant PHOSPHO1, absorbance phosphatase assay. inhibition, % at 13.3 µM. hit rate 1.1% among 290,000. AID 1565; in the data active = inhibition above about 60%
MEKK2wt PB1 HTS = raises or lowers MEK5 binding to wildtype human MEKK2 PB1 domain | Q9Y2U5 | bead flow cytometry, Alexa488-MEK5 binding to MEKK2 WT; actives lie on both sides | hit rate 1.1% among 290,000 | binding response (% of control), % at 10 µM | AID 1531; in the data active = binding response below about 67% or above about 130%
GalR3 antagonist = antagonists of human GalR3; hit rate 0.44% among 360,000; HEK293 GalR3-CNG cAMP membrane potential fluorescence; galR3 body fused to GalR1 C-terminus; O60755; inhibition, % at 3 µM;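 active = inhibition above the screen-wide average plus 3 SD, cut at about 13% in these data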;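 note: forskolin and galanin both at EC90 stimulate the cells; cAMP rise reported by CNG channel membrane potential dye signal; 0% = forskolin plus galanin with DMSO and 100% = forskolin alone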
Target sequence (O60755 1-299 limits assumed): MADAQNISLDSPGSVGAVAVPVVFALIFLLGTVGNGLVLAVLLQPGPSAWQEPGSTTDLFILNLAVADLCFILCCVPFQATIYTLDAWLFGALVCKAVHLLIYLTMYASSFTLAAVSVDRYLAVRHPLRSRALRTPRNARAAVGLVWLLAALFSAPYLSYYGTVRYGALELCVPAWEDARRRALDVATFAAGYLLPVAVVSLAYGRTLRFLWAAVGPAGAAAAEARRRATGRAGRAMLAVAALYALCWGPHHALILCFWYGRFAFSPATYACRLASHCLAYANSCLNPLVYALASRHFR
NALP1 inh = NALP1 inhibition; S. cerevisiae NALP1/ASC/caspase-1 growth, X-gal OD620, 72 h; inhibition, % at 10 µM; hit rate 0.61% among 280,000; in the data active = inhibition mostly above about 24%, no sharp cut-off; inactive = mostly below about 32%; note: some compounds called inactive have numbers as strong as hits
OXTR agonist = human OXTR agonism; CHO-OTR cells, Fluo-8 calcium fluorescence; normalized: DMSO 0%, oxytocin 100%; activation, % at 3 µM; hit rate 0.32% among 320,000; AID 2435;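 active = activation above the mean of all tested compounds plus 3 SD, cutoff set per screening run, cut at about 20% in these data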;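 note: peak over basal fluorescence ratio from a 100 s FLIPR kinetic read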
GPR7 antag = antagonists of human GPR7 (neuropeptides B/W receptor 1). hit rate 1.1% among 290,000. inhibition, % at 4.4 µM. P48145. GPR7-expressing cells, fluorescence antagonist assay; in the data active = inhibition above about 16%, passing the limit was not always enough;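 note: cells stimulated with the agonist NPW; 0% = agonist with vehicle and 100% = vehicle without agonist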
Target sequence (P48145 whole entry, looked up): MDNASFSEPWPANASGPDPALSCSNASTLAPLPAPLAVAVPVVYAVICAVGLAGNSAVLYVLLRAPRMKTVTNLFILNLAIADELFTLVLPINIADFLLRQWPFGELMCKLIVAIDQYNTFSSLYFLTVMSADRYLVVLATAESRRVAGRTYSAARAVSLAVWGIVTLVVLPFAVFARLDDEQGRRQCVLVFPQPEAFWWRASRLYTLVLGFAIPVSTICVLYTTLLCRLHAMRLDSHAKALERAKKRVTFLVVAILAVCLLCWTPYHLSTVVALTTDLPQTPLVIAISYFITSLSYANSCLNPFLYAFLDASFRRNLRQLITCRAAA
MEKK2 mut-MEK5 = signal of MEK5 binding to mutant human MEKK2 PB1 domain. bead flow cytometry, Alexa488-MEK5 binding to MEKK2 mutant. percent response, % at 10 µM. hit rate 0.35% among 290,000; in the data active = percent response above about 24%, passing the limit was not always enough; note: inactives centre near 1; some results filed as inactive read as strong as hits; reference of the scale not given here
MEKK3 PB1 HTS = raises or lowers MEK5 binding to the human MEKK3 PB1 domain. Q99759. binding response (% of control), % at 10 µM. AID 1529. bead-based flow cytometry, Alexa488-MEK5 binding to MEKK3; actives lie on both sides; 0 = blocked by unlabeled MEK5, 100 = vehicle. hit rate 1.4% among 290,000;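 active = binding response more than 3 SD above or below the average of its plate-row segment, actives on both sides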;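 note: Alexa488 bead fluorescence after subtracting the streptavidin-only scavenger bead signal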
Active calls of the source: *; · = not tested or not shown.

SMILES,V1aR counter,PHOSPHO1 inh,MEKK2wt PB1 HTS,GalR3 antagonist,NALP1 inh,OXTR agonist,GPR7 antag,MEKK2 mut-MEK5,MEKK3 PB1 HTS
Cn1nc(C(=O)N2CCN(c3ccccc3)CC2)c2c1-c1ccccc1S(=O)(=O)C2,4.7,26,104,2,10,4.7,-5,3,103
O=C(NC1CCN(Cc2ccccc2)CC1)c1ccc2c(c1)OCCCO2,4.4,2,94,-6,21,-1.1,-3,-11,87
Cc1cccc(-n2ncc3c(NCCc4ccc(S(N)(=O)=O)cc4)ncnc32)c1,-0.3,-4,113,-4,-8,-1.1,2,12,111
CCOc1ccc(NC(=O)CNC(=O)c2cn(-c3ccccc3OC)c(=O)c3ccccc23)cc1,-0.6,3,102,1,6,-0.3,-10,1,103
O=C(CNC(=O)c1ccc2c(c1)OCO2)N/N=C/c1cccc([N+](=O)[O-])c1,-0.7,48,96,-1,0,-1.4,0,-2,106
CC(NC(=O)c1ccccc1)c1nc2ccccc2n1Cc1ccccc1F (configuration not stated),-1.6,-32,·,-7,-12,-1.9,3,·,·
NCCSc1c(-c2ccc(F)cc2)[nH]c2ccccc12,8.1,-3,107,-10,15,11,25*,1,94
CC(=O)Oc1c(S(=O)(=O)c2ccccc2)c(C)nn1C(C)(C)C,-1.2,8,103,-6,·,-1.8,2,2,100
O=C(NCc1ccccc1)C1CCCN1S(=O)(=O)c1ccc(F)cc1 (configuration not stated),1.1,24,99,-2,10,0.6,-12,0,98
Cc1cccn2c(=O)c3cc(C(=O)NCCN4CCOCC4)c(=N)n(Cc4cccnc4)c3nc12,0.9,35,98,-3,9,-0.1,-18,-2,100
CCN(CC)S(=O)(=O)c1cc(NC(=O)COC(=O)CCc2nc3ccccc3s2)ccc1C,8.5,16,87,-8,8,8.7,-11,-13,80
COc1ccc(CN(Cc2ccccn2)C(=O)CN2C(=O)C(C)Oc3ccccc32)cc1 (configuration not stated),1.9,21,107,-3,2,-0.9,-9,7,103
COc1ccc(-c2ncncc2-c2csc(C)n2)c(O)c1,-0.3,3,106,2,3,0.8,17*,5,103
COc1cccc(NC(=O)c2ccc3snnc3c2)c1,0.0,-1,106,-3,-10,0.3,5,4,69
O=C(Nn1cnc2ccccc2c1=O)c1ccccc1F,0.4,33,107,-10,-6,-0.2,-3,12,107
COc1ccc(-n2c(=O)[nH]cc(C(=O)Nc3ccc4c(c3)OCCO4)c2=O)cc1OC,-0.1,28,103,0,9,0.5,-7,9,103
O=S(=O)(NCC1CCCO1)c1ccc(S(=O)(=O)N2CCCC2)cc1 (configuration not stated),0.3,9,92,-6,-6,-0.4,1,-4,92
CC1(C(=O)NC2CCCCC2)CCC(=O)N1Cc1cccnc1 (configuration not stated),-0.4,-6,104,-2,17,0.3,1,1,101
CCOC(=O)N1CCN(c2nc3ccc(C(=O)c4ccccc4)cc3n3cnnc23)CC1,0.1,27,99,-3,·,-1.2,0,2,101
CCCCOCCCNC(=O)c1ccc2c(c1)OCO2,0.6,1,110,3,22,-1.1,-12,4,105
COc1ccccc1C(=O)Nc1ccc(N2CCCCC2)cc1,-1.1,17,114,-2,7,-2.1,4,10,109
Cn1cccc1CC(=O)NNC(=S)Nc1ccc(F)cc1,0.9,-5,105,-5,24,0.3,-6,-1,104
COc1cc2c(cc1OC)C(c1cccc([N+](=O)[O-])c1)NC(=O)C2 (configuration not stated),-0.7,39,93,-5,11,2.9,-9,-5,96
CN(C)c1nc(-c2cccnc2)nc(-c2ccc(Cl)cc2)c1C#N,0.6,41,100,-5,1,-1.2,1,-1,104
CC(=O)N1CCN(c2ccc(NC(=O)C(c3ccccc3)c3ccccc3)cc2)CC1,1.9,·,102,-2,-21,0.6,0,1,100
COc1cccc(CN2CCN(C(=O)C3CCC(=O)N(C4CCCC4)C3)CC2)c1 (configuration not stated),-0.4,23,102,1,4,-0.7,-12,2,100
O=C(O)c1ccc(-c2ccccc2C(F)(F)F)o1,-0.6,-12,107,-7,12,0.5,9,8,106
O=C1OC/C(=C(/O)c2ccc(Cl)cc2)C1=O,0.5,24,108,-10,-4,0.4,-4,6,102
O=c1[nH]c(CN2CCN(c3ccccc3O)CC2)nc2ccccc12,2.5,51,97,-1,16,0.4,-12,-7,93
CCN1CCN(S(=O)(=O)c2ccc(Br)s2)CC1,0.1,-10,103,-4,9,-0.6,-2,2,100
S=C(NCCSCc1ccccc1Cl)Nc1ccccc1,1.1,-9,101,-6,·,0.6,-15,8,100
CC(NC(=O)c1noc2c1CCCCC2)c1ccccc1 (configuration not stated),-1.4,-17,114,2,26,0.2,-17,16,108
C/C(Cn1cnc([N+](=O)[O-])n1)=N\NC(=O)c1ccc(Br)cc1,4.3,-40,100,-5,24,-1.1,-11,-2,98
COc1ccc(CCNC(=O)Nc2cccs2)c(OC)c1,1.9,·,106,-1,14,-0.3,6,3,104
O=[N+]([O-])c1ccc(NCCCNS(=O)(=O)c2ccc(Cl)cc2)c(Cl)c1,7.8,31,·,-1,28,7.7,54*,·,·
COC(=O)/C(=N\Nc1ccc(Cl)cc1)Sc1nnc(-c2ccc(OC)cc2)n1C,-1.0,-7,101,0,16,-0.7,-6,0,108
CCOc1ccc(-n2c(O)c(/C=N/c3ccnn3Cc3ccncc3)c3ccccc3c2=O)cc1,-0.2,38,103,-4,9,-1.2,-21,8,103
CC1(C)CC(=O)C(C=NCC2CCN(C(=O)Nc3ccc(Cl)c(Cl)c3)CC2)=C(O)C1,-0.3,2,107,-2,2,-0.2,10,9,105
COCCNC(=O)C(c1ccc(F)cc1)N(Cc1cccs1)C(=O)CCC(=O)Nc1ccccn1 (configuration not stated),1.3,39,100,-8,17,0.4,-7,1,102
c1nc(N2CCOCC2)c2[nH]cnc2n1,0.4,·,106,2,·,-0.7,-9,4,100
C=CCn1c(CNS(=O)(=O)c2ccc(Cl)cc2)n[nH]c1=S,0.6,-42,97,-5,-7,-0.8,-13,-1,100
COc1cc2c(cc1OC)C(C(=O)Nc1ccccn1)C(c1cccnc1)N(C)C2=O (configuration not stated),0.1,13,103,-3,5,-0.2,-7,2,107
CCOC(=O)c1ccc2nc(NC(NC(C)=O)(C(=O)OC)C(F)(F)F)sc2c1 (configuration not stated),0.3,8,111,-6,13,0.9,-2,13,109
CCCC(=O)Nc1ccc2oc(=O)ccc2c1,0.4,9,105,-6,7,1.8,-17,0,102
Cc1noc(C)c1C(=O)OCC(=O)c1ccc[nH]1,0.1,-5,102,-1,9,-0.2,3,0,98
COC(=O)CCC(=O)OC1(C)C(=O)C=C2C=C(C3CC3)N(Cc3ccccc3)C=C2C1=O (configuration not stated),0.0,9,105,-2,-18,-0.1,·,5,106
CC(=O)Nc1ccc(N2CCOCC2)c(Cl)c1,-0.3,50,94,1,2,1.1,2,-3,99
COC(=O)c1ccc(C)c(NC(=O)C(CCSC)NC(=O)c2cc(OC)c(OC)c(OC)c2)c1 (configuration not stated),0.2,34,107,-5,7,-2.3,-19,4,105
O=C(Nc1ccc(N2CCN(C(=O)c3cccs3)CC2)cc1)c1ccccc1F,7.5,-12,97,-10,15,4.1,8,-4,102
COc1ccccc1N/C(=N/S(=O)(=O)c1ccc(C)cc1)c1ccccc1,-0.6,-2,96,-5,17,-2.2,-10,-1,95
Cc1ccc(OCC(=O)Nc2ccc3c(c2)nc(CCN2CCOCC2)n3C)cc1,0.0,18,99,-6,0,1.1,4,2,100
CCOC(=O)C1(CCOc2ccccc2)CCN(Cc2ccccc2O)CC1,3.6,·,110,-8,·,-1.1,-4,5,102
CCn1c(SCC(=O)c2ccc(Cl)cc2)nnc1-c1cccs1,2.1,30,90,-8,10,-0.7,10,-2,96
Cn1c(Cn2cnc([N+](=O)[O-])n2)nnc1SCC(=O)Nc1cccc(Cl)c1,-0.3,6,101,4,18,-0.9,4,3,106
CCc1nnc(NS(=O)(=O)c2ccc(N=CC3=C(O)CC(C)(C)CC3=O)cc2)s1,0.7,-7,96,-4,-17,0.4,-10,-7,100
COc1ccc(N2CCN(C(=O)c3ccc(N(C)S(=O)(=O)c4ccc(OC)cc4)cc3)CC2)cc1,8.0,18,97,-9,-22,9.3,15,-7,92
CN1C(=O)N(C)c2cccc3cccc1c23,-0.7,11,101,-8,6,-1.4,6,5,99
CC(C)CCn1nc(C(=O)OC(C)C(=O)NC(N)=O)c2ccccc2c1=O (configuration not stated),-1.4,-4,101,-5,5,-2.3,1,2,101
Cc1ccc(-c2onc3ccc(C4OCCO4)cc23)cc1,-0.9,2,100,-4,7,-2.3,-15,-3,101
COC/C=C/C1=CC2=CC(=O)C(C)(OC(=O)c3cnc4ccccc4n3)C(=O)C2=CN1Cc1ccccc1 (configuration not stated),-1.2,13,94,1,7,-0.4,·,-2,89

Three compounds drawn at random from the list so far, as already listed:
SMILES,V1aR counter,PHOSPHO1 inh,MEKK2wt PB1 HTS,GalR3 antagonist,NALP1 inh,OXTR agonist,GPR7 antag,MEKK2 mut-MEK5,MEKK3 PB1 HTS
S=C(NCCSCc1ccccc1Cl)Nc1ccccc1,1.1,-9,101,-6,·,0.6,-15,8,100
CC(NC(=O)c1noc2c1CCCCC2)c1ccccc1 (configuration not stated),-1.4,-17,114,2,26,0.2,-17,16,108
COc1ccccc1N/C(=N/S(=O)(=O)c1ccc(C)cc1)c1ccccc1,-0.6,-2,96,-5,17,-2.2,-10,-1,95

Remaining list, next part.
SMILES,V1aR counter,PHOSPHO1 inh,MEKK2wt PB1 HTS,GalR3 antagonist,NALP1 inh,OXTR agonist,GPR7 antag,MEKK2 mut-MEK5,MEKK3 PB1 HTS
COC(=O)C1=C[C@@H](C(=O)OC)[C@@H]2C3=C(C(=O)[C@@]2(C)NC(=O)c2ccccc2)[C@H](C)n2c(=O)n(C)c(=O)n2[C@@H]3C1,0.8,·,94,-7,·,0.2,·,-2,92
CCOC(=O)C1=C(C)NC(=O)C(C(N)=O)C1c1ccccc1 (configuration not stated),0.5,1,104,-5,9,-0.1,-6,0,100
Cc1ccc2cc(C#N)c(N3CCCN(C(=O)c4cnccn4)CC3)nc2c1,3.9,42,98,-7,-4,-0.4,-12,-4,102
O=C(CCCn1c(SCC(=O)Nc2ccccc2C(F)(F)F)nc2ccccc2c1=O)NCC1CCCO1 (configuration not stated),3.1,24,96,-9,7,0.0,-9,0,99
Cc1ccc(NC(=O)CSCC(=O)Nc2ncc3c(n2)CC(c2ccco2)CC3=O)cc1 (configuration not stated),0.9,10,102,0,1,-0.5,-1,8,99
COC(=O)c1c(C)[nH]c(C(=O)CN2CCOCC2)c1C,0.3,1,102,1,0,0.0,2,5,102
O=C(CSCc1ccc([N+](=O)[O-])cc1)N/N=C/c1ccncc1,0.5,4,107,-5,3,1.0,-1,3,103
CCOC(=O)c1nc(NCc2ccccc2C)c2ccccc2n1,-0.5,-7,93,-6,11,-1.5,-5,-6,93
CCOC(=O)COc1nc(OC)nc(N2CCOCC2)n1,0.7,29,96,-4,27,1.2,-3,-2,103
Cc1[nH]c2ccccc2c1/C=N/NC(=O)c1ccccc1,0.1,6,103,-10,2,-0.5,-5,2,103
CCOC(=O)CNC(=O)c1cn(CC)c(=O)c2cc(OC)c(OC)cc12,5.6,18,115,3,11,-0.3,-11,4,109
COc1ccc(NC(=O)c2ccc(NC(=O)CCS(=O)(=O)c3cccs3)cc2)cc1,2.8,31,93,-7,9,1.8,-2,-3,98
